Compound activity: PubChem, National Center for Advancing Translational Sciences (NCATS)
Pol kappa inh: qHTS for Inhibitors of Polymerase Kappa; purified Pol kappa, fluorescent DNA synthesis assay, 10 min; Potency, µM (top dose mostly 107 µM), for the others: top-dose activity, negative = inhibition, actives largely listed as inhibitors; actives 0.53% (n = 400,000); DNA polymerase kappa (Homo sapiens), Q9UBT6; further: potency means the concentration at half of the fitted maximal effect; on the % scale 0 is the no-effect control and ±100 the full control effect
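Enzyme at 10 nM met test compounds for 15 min at room temperature. Substrate addition (50 nM final) began the reaction, which was monitored by fluorescence at 0 and 10 min.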
RXFP1 antag: qHTS Assay for Antagonists of the Relaxin Receptor RXFP1 | HEK293-RXFP1, relaxin-stimulated cAMP HTRF, 30 min; hits give low values | actives 0.59% (n = 350,000) | activity change, negative = inhibition, % at 57.5 µM;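 active means activity change of -60% or lower, but not beyond a set lower limit; inconclusive means change between -60% and -40%, or beyond the set limit; inactive means change above -40%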; further: on the % scale 0 is the no-effect control and ±100 the full control effect
Apoferritin bind: qHTS Assay for Identification of Novel General Anesthetics | Ferritin light chain (Equus caballus), P02791 | apoferritin/1-aminoanthracene competitive binding, fluorescence | Potency, µM (doses to about 77.5 µM), for the others: top-dose activity change, negative = displacement, hits mostly inhibitors | actives 0.074% (n = 350,000); further: potency means the concentration at half of the fitted maximal effect; on the % scale 0 is the no-effect control and ±100 the full control effect; nearly all actives have a fitted effect of over 20% in size
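In PBS, apoferritin at 10 uM is loaded with 1-AMA from a 50% saturated solution. After 10 min of compound exposure at ambient temperature, reduced 535 nm fluorescence indicates probe displacement.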
BLM helicase inh: qHTS Assay for Inhibitors of Bloom's syndrome helicase (BLM); RecQ-like DNA helicase BLM (Homo sapiens), P54132; recombinant BLM DNA unwinding, fluorescence dequenching; Potency, µM (highest dose often 56.1 µM), for the others: at the top dose activity change, negative = inhibition, hits mostly inhibitors; actives 0.2% (n = 350,000); AID 2528, 2010;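 further: potency means the concentration at half of the fitted maximal effect; plate controls were vehicle for no effect and no enzyme for full effect; nearly all actives have a fitted effect of over 35% in size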
POLI inh: qHTS for Inhibitors of Polymerase Iota; actives 1% (n = 390,000); DNA polymerase iota (Homo sapiens), Q9UNA4; Pol iota fluorescent replication assay, 10 min; Potency, µM (series often up to 115 µM), for inactives: at the highest dose activity, negative = inhibition, hits mostly inhibitors; further: potency means the concentration at half of the fitted maximal effect
Target sequence (Q9UNA4 whole entry, looked up): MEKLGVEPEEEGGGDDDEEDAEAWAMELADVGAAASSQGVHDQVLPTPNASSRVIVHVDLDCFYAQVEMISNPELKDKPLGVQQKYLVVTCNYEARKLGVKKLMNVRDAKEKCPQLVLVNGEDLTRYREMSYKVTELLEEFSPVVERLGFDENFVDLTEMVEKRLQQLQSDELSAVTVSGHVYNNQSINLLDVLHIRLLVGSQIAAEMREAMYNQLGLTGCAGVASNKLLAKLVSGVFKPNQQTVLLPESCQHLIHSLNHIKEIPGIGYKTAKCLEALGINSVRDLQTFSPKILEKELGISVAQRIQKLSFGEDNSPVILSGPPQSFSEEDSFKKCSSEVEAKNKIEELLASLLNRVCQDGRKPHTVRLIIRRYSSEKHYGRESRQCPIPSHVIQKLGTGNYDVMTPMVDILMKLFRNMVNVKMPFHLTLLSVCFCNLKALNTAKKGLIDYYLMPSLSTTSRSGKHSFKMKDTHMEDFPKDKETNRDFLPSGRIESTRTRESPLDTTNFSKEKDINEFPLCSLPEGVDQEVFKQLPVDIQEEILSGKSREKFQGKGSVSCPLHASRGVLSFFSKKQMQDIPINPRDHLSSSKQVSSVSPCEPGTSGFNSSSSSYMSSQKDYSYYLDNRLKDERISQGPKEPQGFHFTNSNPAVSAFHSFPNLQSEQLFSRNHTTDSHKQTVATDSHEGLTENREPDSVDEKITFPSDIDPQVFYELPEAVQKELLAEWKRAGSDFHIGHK
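Pol iota at 10 nM preincubated 15 min with compounds at room temperature; reaction started with fluorescent substrate, 50 nM final. Fluorescence read kinetically at 0 and 10 min; buffer-only wells as negative control.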
Pol beta inh: qHTS Assay for Inhibitors of DNA Polymerase Beta; Potency, µM (highest dose often 114 µM), inactives show at the top dose activity change, negative = inhibition, actives largely listed as inhibitors; actives 1.3% (n = 340,000); P06746; AID 485314, 2010; Pol beta primer extension/strand displacement, fluorescence kinetic; further: potency means the concentration at half of the fitted maximal effect; on the % scale 0 is the no-effect control and ±100 the full control effect
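Human Pol beta at 10 nM; strand-displacement substrate 50 nM final. Compound exposure 15 min at room temperature before start, reaction 10 min at room temperature.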
PGK inhibitor: qHTS Assay to Find Inhibitors of Phosphoglycerate Kinase; actives 0.043% (n = 380,000); Potency, µM (top dose mostly 57.5 µM), for the others: at the top dose activity change, negative = inhibition, most hits filed as inhibitors; PGK/GAPDH coupled, Kinase-Glo luminescence, 60 min; AID 602233, 2012; further: potency means the concentration at half of the fitted maximal effect; on the % scale 0 is the no-effect control and ±100 the full control effect; nearly all actives have a fitted effect of over 60% in size
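Recombinant glycosomal PGK reaction used 1,3-bisphosphoglycerate generated in-well by GAPDH (100nM final) in 100mM TEA pH 7.6, 5mM MgCl2, 0.01% Tween-20. After 60 minutes at room temperature, ATP was read by Kinase-Glo Plus luminescence end-point.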
Pol eta inh: qHTS for Inhibitors of Polymerase Eta; recombinant Pol eta, fluorescent DNA replication assay; actives 1.2% (n = 390,000); Potency, µM (highest dose often 114 µM), for the others: top-dose activity change, negative = inhibition, hits mostly inhibitors; DNA polymerase eta (Homo sapiens), Q9Y253; further: potency means the concentration at half of the fitted maximal effect; on the % scale 0 is the no-effect control and ±100 the full control effect
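Pol eta (10 nM) was preincubated with compounds for 15 min at room temperature, after which fluorescent replication substrate (50 nM final) was added to start the reaction. Fluorescence was read kinetically at 0 and 10 min.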
APE1 inh: qHTS Assay for Inhibitors of the Human Apurinic/apyrimidinic Endonuclease 1 (APE1); recombinant APE1, TAMRA/BHQ-2 abasic DNA cleavage fluorescence; actives 0.35% (n = 350,000); DNA repair nuclease/redox regulator APEX1 (Homo sapiens), P27695; Potency, µM (doses to about 65.8 µM), for inactives: top-dose activity change, negative = inhibition, usual class: inhibitors; AID 2517, 2012;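 further: potency means the concentration at half of the fitted maximal effect; plate controls were vehicle for no effect and reference inhibitor for full effect; nearly all actives have a fitted effect of over 55% in size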
Target sequence (P27695 whole entry, looked up): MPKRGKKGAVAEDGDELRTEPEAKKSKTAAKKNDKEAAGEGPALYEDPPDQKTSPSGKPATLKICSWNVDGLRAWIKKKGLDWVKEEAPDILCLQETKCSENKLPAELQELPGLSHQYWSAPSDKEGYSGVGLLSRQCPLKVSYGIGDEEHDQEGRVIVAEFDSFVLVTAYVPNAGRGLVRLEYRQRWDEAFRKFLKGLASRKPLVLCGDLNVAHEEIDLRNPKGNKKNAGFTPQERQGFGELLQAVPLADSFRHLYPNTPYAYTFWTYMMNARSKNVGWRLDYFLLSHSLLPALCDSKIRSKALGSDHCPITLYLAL
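Compound pre-exposure to 0.75 nM APE1, 15 min at ambient temperature. Reaction initiated with 50 nM TAMRA/BHQ-2 THF substrate, read immediately in kinetic mode, 525 nm excitation, 598 nm emission.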
The depositor's hits bear a star; i = inactive; ? = inconclusive; . = no result given; [ ] = remark or other dose. Unless noted, the call rests on the fitted dose curve; in most records, active means well fitted curve in the direction sought with a large enough effect; inconclusive means small, poorly fitted or top-dose-only effect, or another doubt; inactive means no such curve, though single readings can be large; an effect the other way counts as inactive or inconclusive. These rows are one share of the data; rates above refer to the full screens.

Pol kappa inh | RXFP1 antag | Apoferritin bind | BLM helicase inh | POLI inh | Pol beta inh | PGK inhibitor | Pol eta inh | SMILES | APE1 inh
5% | 1 | . | . | 6% | . | -4% | -2% | O=C(COC(=O)c1ccc[nH]c1=O)NCC12CC3CC(CC(C3)C1)C2 | 18%
-6% | 5 | 37%[activator] | -9% | 64%[activator] | 9% | -2% | -21% | COc1ccccc1N1C(=O)CC1(C#N)c1ccc(OCc2ccccc2)cc1 (stereo not given) | -2%
-5% | 8 | -14% | -18% | 53%[activator] | 11% | -7% | -17% | COc1ccc(N(CC(=O)N2CCN(c3cccc(C)c3)C(C)C2)S(=O)(=O)c2c(C)n[nH]c2C)cc1 (stereo not given) | -1%
-2% | 18 | -19% | -6% | 200%[activator] | -19% | -7% | -20% | Cn1c(Cc2ccccc2)nnc1SCC(=O)Nc1ccccc1 | -4%
-3% | -12 | -10% | 0% | 25% | 31% | i | -12% | CN(CC(=O)NCc1ccccc1Cl)S(=O)(=O)c1ccc2c(c1)n(C)c(=O)c(=O)n2C | 22%
-8% | -18 | -11% | -5% | -2% | 36% | 0% | 1% | COc1ccccc1CNC(=O)Cn1cccc1 | 7%
-14% | -8 | -5% | -1% | -12% | -3% | 8% | 3% | COc1ccc(NC(=O)c2sc3nc4n(c(=O)c3c2C)CCC4)c(OC)c1 | .
5% | 3 | . | . | 10% | . | -6% | -7% | COc1cccc(NC(=O)CN(C)C(=O)CNC(=O)c2sc3ccccc3c2Cl)c1 | -4%
-6% | -9 | -11% | -2% | -12% | 43% | 11% | -22% | COc1ccc(S(=O)(=O)N2CCOC2CNC(=O)C(=O)NCc2ccco2)cc1OC (stereo not given) | -5%
-2% | -1 | ? | -8% | 28% | 0% | -8% | -17% | CCOc1ccc(N2CC(C(=O)Nc3nnc(Cc4ccc(OC)c(OC)c4)s3)CC2=O)cc1 (stereo not given) | -4%
-7% | -3 | 1% | -2% | 17% | ? | 16% | -8% | Cc1nc(=O)c(-c2ccccc2)c(C)n1-c1ccccc1C(=O)O | 12%
4% | -6 | 27% | 0% | 18% | 7% | 0% | 0% | S=c1nc(NCc2ccc3c(c2)OCO3)c2ccccc2[nH]1 | -13%

Exported as comma-separated lines: 3 of the compounds above
Compound,Pol kappa inh,RXFP1 antag,Apoferritin bind,BLM helicase inh,POLI inh,Pol beta inh,PGK inhibitor,Pol eta inh,APE1 inh
Cn1c(Cc2ccccc2)nnc1SCC(=O)Nc1ccccc1,-2%,18,-19%,-6%,200%[activator],-19%,-7%,-20%,-4%
CN(CC(=O)NCc1ccccc1Cl)S(=O)(=O)c1ccc2c(c1)n(C)c(=O)c(=O)n2C,-3%,-12,-10%,0%,25%,31%,i,-12%,22%
COc1ccccc1CNC(=O)Cn1cccc1,-8%,-18,-11%,-5%,-2%,36%,0%,1%,7%

(further entries)
Pol kappa inh | RXFP1 antag | Apoferritin bind | BLM helicase inh | POLI inh | Pol beta inh | PGK inhibitor | Pol eta inh | SMILES | APE1 inh
4% | -7 | -12% | -3% | -10% | 23% | -9% | -21% | CCOc1ccc(CN2CCN(Cc3[nH]c4ccccc4c3C)CC2CCO)cc1 (stereo not given) | 0%
3% | -9 | -4% | -4% | 56%[activator] | 2% | -3% | -16% | CCCCCCC(O)(CCN1CCCCC1)c1ccccc1 (stereo not given) | 23%
-20% | . | 44%[activator] | -2% | 15% | 0% | 7% | -18% | COc1ccc(CCNC(=O)c2ccc3c(c2)N(Cc2ccccc2F)C(=O)c2ccccc2S3=O)cc1OC (stereo not given) | .
-1% | -21 | 3% | -5% | 15% | 3% | -6% | 9% | COc1ccc(NS(=O)(=O)c2cc(N)ccc2N2CCOCC2)cc1 | 34%
0% | -15 | -6% | -1% | 1% | 6% | -8% | -18% | Cc1ccc(-n2ncc3c2CC(C)(C)CC3NC(=O)CCc2cnn(C)c2)cc1 (stereo not given) | 2%
-12% | . | 59%[activator] | 0% | 13% | -2% | 1% | -18% | COc1ccc(OC)c(CCNC(=O)c2cc3c(=O)n(C)c4ccccc4c3n2C)c1 | .
-8% | 4 | -16% | 2% | -1% | 4% | -8% | -13% | COc1ccc(S(=O)(=O)N[C@@H](Cc2ccccc2)C(=O)N2CC[C@@]3(O)CCCC[C@H]3C2)cc1 | ?
45µM* | -2 | -17% | ? | 16µM* | 20µM* | ? | -19% | O=C(CSc1nc(NS(=O)(=O)c2ccccc2)cc(=O)[nH]1)Nc1ccc(Cl)cc1 | -4%
-6% | 13 | -13% | -5% | 8% | 8% | -11% | 4% | CCOc1ccccc1-c1nc(-c2cc3ccc(C)cc3[nH]c2=O)no1 | -2%
-6% | 22 | -4% | -1% | -10% | -4% | -8% | -9% | O=C(c1ccc(Cl)cc1)c1cnc(Nc2ccccc2)s1 | 2%
1% | 11 | . | . | 7% | . | -9% | -7% | Cc1ccc(C(=O)NCC(=O)OCC(=O)Nc2ccc3[nH]c(=O)[nH]c3c2)cc1 | 22%
2% | 15 | -6% | -4% | 4% | 33% | -2% | -2% | Fc1ccc(CSc2ccc3nnc(-c4cccs4)n3n2)cc1 | 22%
16% | -16 | -10% | -2% | 32%[activator] | 21% | i | -12% | CCOc1cc(/C=N/NC(=O)CCn2nnc3ccccc32)ccc1O | -2%
-8% | ? | 26% | -6% | 17% | 1% | i | ? | COC(=O)c1cc2oc(C)cc2n1Cc1ccccc1Cl | .
-7% | . | -4% | -2% | 9% | 26% | -4% | 2% | Cc1ccccc1-c1nc(CS(=O)(=O)CC(=O)NCc2cccc(Cl)c2)c(C)o1 | .
-8% | 12 | . | . | 11% | . | -2% | -9% | COC(=O)c1cc(C(=O)OCC(=O)N2CCCCC2)cc([N+](=O)[O-])c1 | 15%
-16% | 0 | ? | -14% | 21% | -9% | -1% | -13% | O=C(NC(=S)Nc1cccc(Cl)c1N1CCCCC1)c1cccs1 | 2%
1% | -9 | . | . | 13% | . | -6% | 3% | CC(C)CC1(C)NC(=O)N(CC(=O)Nc2ccccc2Br)C1=O (stereo not given) | 15%
0% | . | . | . | -11% | . | -9% | 1% | Cc1ccccc1S(=O)(=O)N1C[C@H]2CON(C)[C@H]2C[C@H]1c1cccc(N2CCOCC2)c1 | .
-2% | ? | -15% | -3% | 15% | 24% | 6% | -11% | Cc1ccc(Cl)c(NC(=O)COC(=O)c2ccccc2C(=O)c2ccc(Cl)c([N+](=O)[O-])c2)c1Cl | -1%
-15% | 1 | 2% | -8% | 7% | 0% | i | 3% | CC1(C)C2([N+](=O)[O-])CN(CCO)CC1([N+](=O)[O-])CN(CCO)C2 | -6%
-7% | 5 | -4% | -7% | 32%[activator] | ? | -4% | -12% | CCN(CCCNC(=O)Cn1ncc2c3ccccc3n(C)c2c1=O)c1cccc(C)c1 | .
-17% | 5 | -7% | 0% | 17% | 3% | i | -8% | CCOC(=O)c1cc(C)sc1NC(=O)CSc1nnnn1C | -7%
2% | -3 | -1% | 1% | 26% | 6% | 1% | -10% | CC(=O)N(C)C1(c2nnnn2CCOC(=O)Nc2cccc3ccccc23)CCCC1 | 1%
-3% | 34 | 2% | -11% | -5% | 3% | -1% | 0% | Cc1cccc(NC(=S)NNC(=O)c2ccco2)c1 | 2%
-9% | 2 | -2% | -10% | -1% | 2% | i | -12% | CC(C)(C)NC(=O)NC(=O)CN1CCN(C(c2ccccc2)c2ccccc2)CC1 | -5%
-14% | -9 | -12% | -15% | 24% | 10% | -6% | -7% | NNC(=S)Nc1ccccc1Cl | 1%
-15% | -6 | 3% | 3% | 3% | -24% | 17% | -16% | NC(=S)Nn1c(CCC(=O)O)ccc1-c1ccccc1 | 6%
-7% | 6 | -18% | -3% | 34%[activator] | 17% | -9% | -11% | Cc1cc(C(=O)NCc2csc(-c3ccccc3)n2)no1 | 41%
-5% | -32 | -16% | -3% | 16% | 2% | -9% | -21% | COc1cc2c(cc1OC)C(C)N(S(=O)(=O)c1cnc(Cl)c(Cl)c1)CC2 (stereo not given) | 15%
-17% | -14 | . | . | 5% | . | -1% | -10% | COc1cccc(C(=O)NCC(c2cccs2)N2CCc3ccccc32)c1 (stereo not given) | -7%
-5% | 11 | 4% | -3% | 19% | 4% | 16% | -17% | COc1ccccc1-c1nnc(-c2ccc(N3CCOCC3)cc2)o1 | -3%
-2% | . | ? | -10% | -19% | 13% | -5% | -7% | CCc1ccc(Nc2n[n+](-c3ccccc3)c(-c3c(Cl)cccc3Cl)s2)cc1 | -5%
-3% | -10 | ? | -26% | ? | 14% | -8% | -23% | Cc1ccc(Sc2ccc(NC(=O)CCl)cc2)c(C)c1 | -3%
-9%[60.1 µM] | . | 2% | -11% | . | . | . | . | NCC(=O)N[C@@H](CCCN=C(N)N)C(=O)NCC(=O)N[C@@H](CC(=O)O)C(=O)N[C@@H](CC(N)=O)C(=O)N1CC[C@@H](C(=O)O)C1 | 24%
-3% | -9 | -20% | -3% | -9% | 31% | -10% | -15% | O=C(Nc1nc(-c2cc(Cl)sc2Cl)cs1)c1ccccc1 | 6%
0% | . | -3% | -5% | 8% | 12% | -4% | -15% | O=C(NC1CC1)C1=C[C@@H](c2ccc3c(c2)OCO3)C[C@@H](OCc2ccc(CO)cc2)O1 | 2%
-22% | -2 | -14% | -4% | 59%[activator] | 13% | -7% | -5% | Cc1c(C(=O)NCCN(C)C)oc2ccc(S(=O)(=O)N3CCCC3)cc12 | 28%
13% | . | -18% | -11% | 35%[activator] | 0% | i | -21% | COc1ccc(C)cc1NC(=O)Cn1cc(S(=O)(=O)N2CCC(C)CC2)c2ccccc2c1=O | .
-3% | . | -4% | 0% | 26% | 16% | i | -17% | Cc1cc(=O)n2nc(N3CCC(C(=O)Nc4c(C)cccc4C)CC3)sc2n1 | .
